Assay outcomes: PubChem, PCMD
FXIa single inh = blocks human coagulation factor XIa activity; P03951; 33,000 tested, 0.3% active; inhibition, % at 10 µM; purified human FXIa, fluorogenic AMC substrate cleavage;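 active = inhibition above 40% in the primary screen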;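 also: 0% = enzyme without compound and 100% = blank wells lacking enzyme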
FXIIa inh = blocks human coagulation factor XIIa activity. 33,000 tested, 0.2% active. inhibition, % at 10 µM. AID 701. purified human FXIIa, AMC substrate fluorescence, 2 h; in the data active = inhibition above about 30%;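 also: 0% = enzyme with vehicle only and 100% = no enzyme blank; many of its hits are not listed in these tables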
Target sequence (P00748 20-372 limits assumed): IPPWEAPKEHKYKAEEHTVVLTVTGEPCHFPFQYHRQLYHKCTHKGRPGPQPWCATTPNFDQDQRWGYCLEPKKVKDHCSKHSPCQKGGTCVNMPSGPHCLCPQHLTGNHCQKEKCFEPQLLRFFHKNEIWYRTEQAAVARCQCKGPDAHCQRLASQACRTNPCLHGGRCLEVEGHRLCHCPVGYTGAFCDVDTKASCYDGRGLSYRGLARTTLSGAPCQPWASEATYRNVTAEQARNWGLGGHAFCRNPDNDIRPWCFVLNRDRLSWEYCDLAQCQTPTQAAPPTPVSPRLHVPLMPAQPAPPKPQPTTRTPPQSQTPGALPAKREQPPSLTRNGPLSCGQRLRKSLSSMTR
Target sequence (P00748 373-615 limits assumed): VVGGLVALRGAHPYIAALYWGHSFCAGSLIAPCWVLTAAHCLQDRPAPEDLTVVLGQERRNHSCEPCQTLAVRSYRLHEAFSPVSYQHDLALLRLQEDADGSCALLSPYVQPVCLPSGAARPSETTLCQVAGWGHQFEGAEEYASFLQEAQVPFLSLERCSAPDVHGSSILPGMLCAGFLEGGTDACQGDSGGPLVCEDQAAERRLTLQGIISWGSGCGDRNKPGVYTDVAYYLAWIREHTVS
* marks the source's active call; other numbers are inactive results.

SMILES	FXIa single inh	FXIIa inh
CCOc1ccc(N2CC(C(=O)Nc3ccccc3N3CCOCC3)CC2=O)cc1 (stereo not given)	6	9
Cc1cc2c(cc1C)CSC(c1ccc3ccccc3c1O)SC2	-5	8
COC(=O)Nc1c(C)nn(Cc2ccccc2C)c1C	4	4
COC(=O)c1ccc(N2C(=O)CC(NCc3ccccc3)C2=O)cc1 (stereo not given)	3	-14
Cc1nc2ccccc2c(=O)n1/N=C/c1cccnc1	4	7
COC(=O)c1ccccc1NC(=O)C(C)Oc1ccccc1 (stereo not given)	-2	2
N#CC1=C(N)Oc2n[nH]c(-c3cccs3)c2C1c1ccoc1 (stereo not given)	3	8
NC(=O)C1CCCN(S(=O)(=O)c2ccc(Br)cc2)C1 (stereo not given)	-1	-15
CC(C)(C)NC(=O)c1cccc(NC(=O)c2ccc(NC(=O)c3ccco3)cc2)c1	3	-11
CCOC(=O)c1ccc(COC(=O)CCc2nc3ccccc3[nH]c2=O)o1	-1	6
COCCn1nnnc1CN(Cc1ccco1)Cc1cc2cc3c(cc2[nH]c1=O)OCO3	2	4
CC(=O)c1cccc(NC(=O)C2CCCN2S(=O)(=O)c2cccc3nsnc23)c1 (stereo not given)	-7	-31
S=c1[nH]nc(-c2ccccc2)n1Cc1ccccc1	-1	-7
O=C(NCCCn1ccnc1)c1ccc(S(=O)(=O)N2CCCCCC2)cc1	-1	3
COC(=O)c1cccnc1NC(=S)NNC(=O)c1ccccc1	-10	4
COc1ccc(C(=O)Nc2ccc(-c3cn4ccsc4n3)cc2)cc1S(=O)(=O)N1CCOCC1	5	5
COC(=O)C1CCN(C(=O)C2CCCCC2)CC1	1	6
CSc1cc(-c2ccc(Cl)cc2)n(Cc2ccccc2)c(=O)c1C#N	-6	9
Cc1cccc(-c2noc(CSc3ccccc3)n2)c1	6	5
Cc1cc(C)c(NS(=O)(=O)c2ccc(Cl)c(C(=O)O)c2)c(C)c1	-7	13
CCc1ccc(OCC(=O)NCCOc2ccccc2)cc1	7	0
COC(=O)C(NC(=O)c1ccc(Cl)cc1)(Nc1nc(C)cs1)C(F)(F)F (stereo not given)	-78	-13
CC12CC(c3ccccc3O1)N(C(=O)c1ccco1)C(=S)N2c1ccccc1 (stereo not given)	-2	-3
CC(C)(C)NC(=O)NC(=O)CSc1nnc(-c2ccccc2F)n1N	-2	5
CC1CCCC(C(=O)O)N1C(=O)CCS (stereo not given)	5	10
CN(CCOC(=O)C1c2ccccc2Oc2ccccc21)C(C)(C)C	7	5
CC1(C)CC(=O)C2=C(C1)N(c1ccc(F)cc1)C(=O)CC2c1ccsc1 (stereo not given)	-5	5
CC(C)=CCCC1=CCC2C(=O)NNC(=O)C2C1 (stereo not given)	-1	5
COc1ccc(CN(CCN(C)C)Cc2ccccc2)c(OC)c1	0	5
COc1ccc(CN2CN=C(Nc3nc4ccccc4s3)NC2)cc1	6	4
CC(=O)NC1CC2CCCC(C1)N2CC(=O)NCc1ccc(F)cc1 (stereo not given)	6	4
COc1cc(C)nc(N(C)S(=O)(=O)c2ccccc2Cl)n1	-4	3
CC(C)(C)c1ccc(C(=O)OCCNC(=O)c2c(Cl)nc3ccccn23)cc1	-5	2
CCOC(=O)Nc1sc(NS(=O)(=O)c2ccc(C)cc2)nc1C	1	-13
CCCS(=O)(=O)N1CCN(C(=O)c2cc(OC)cc(OC)c2)CC1	-4	1
O=C(COc1ccc(Br)cc1)N1CCOCC1	1	5
O=C1OC(c2ccccc2)C2(CCCC2)C(=O)C12CCCC2 (stereo not given)	-5	8
CCOC(=O)CNC(=O)CSc1nnc(-c2ccncc2)n1-c1ccc(Cl)cc1	-7	5
COc1ccccc1C(CC(N)=O)c1ccco1 (stereo not given)	-11	8
Cc1ccc(SCCC(=O)Nc2cccc(N(C)S(C)(=O)=O)c2)cc1	5	6
Cc1ccc(C)n1-c1ccc(N2CCOCC2)nc1	-2	-2
CCc1ccc(CNc2ccc(O)cc2)cc1	1	-14
COCCNC(=O)C(c1ccccc1)N(Cc1cccs1)C(=O)Cn1nnc2ccccc21 (stereo not given)	-5	1
Cc1cc(C(=O)CSc2nc3ccccc3o2)c(C)n1CC1CCCO1 (stereo not given)	5	1
Cc1nnc(NC(=O)C2CCCN(S(=O)(=O)c3ccccc3C(F)(F)F)C2)s1 (stereo not given)	0	17
CN(CC(=O)N1CCCCCC1)S(=O)(=O)c1ccc(Br)s1	6	13
CSCC[C@H](NC(=O)Nc1ccc(C)cc1C)C(=O)O	0	4
CSc1nc(-c2ccco2)cc(-c2ccccc2)c1C#N	0	3

Entries from the list above containing fluorine (5):
SMILES	FXIa single inh	FXIIa inh
COC(=O)C(NC(=O)c1ccc(Cl)cc1)(Nc1nc(C)cs1)C(F)(F)F (stereo not given)	-78	-13
CC(C)(C)NC(=O)NC(=O)CSc1nnc(-c2ccccc2F)n1N	-2	5
CC1(C)CC(=O)C2=C(C1)N(c1ccc(F)cc1)C(=O)CC2c1ccsc1 (stereo not given)	-5	5
CC(=O)NC1CC2CCCC(C1)N2CC(=O)NCc1ccc(F)cc1 (stereo not given)	6	4
Cc1nnc(NC(=O)C2CCCN(S(=O)(=O)c3ccccc3C(F)(F)F)C2)s1 (stereo not given)	0	17

Other results follow.
SMILES	FXIa single inh	FXIIa inh
CCC(C)NC(=O)C1CCCN1S(=O)(=O)c1ccc(Cl)cc1 (stereo not given)	2	2
CCn1c(=S)[nH]c2cc(C(=O)OC)ccc2c1=O	-8	1
O=C(CSc1nc2ccccc2[nH]1)N1CCN(S(=O)(=O)c2ccc(Cl)cc2)CC1	21	-12
CCOc1cc(Br)c(C(=O)O)cc1OC	-6	0
Cc1cccc(NC(=O)c2cc3n(n2)C(C(F)(F)F)CC(C2CC2)N3)c1C (stereo not given)	-2	3
COc1ccc(N/C(=C(/C(Cl)=C(Cl)Cl)[N+](=O)[O-])n2nnc3ccccc32)cc1OC	-5	9
CCCCC(=O)Nc1ccc(NC(=O)c2cccs2)cn1	0	7
c1cncc(-c2noc(C34CC5CC(CC(C5)C3)C4)n2)c1	4	4
CCOc1ccc2nc(SCC(=O)c3ccc(C)s3)sc2c1	-7	2
Cc1cc(N)n2ncc(-c3ccc(F)cc3)c2n1	-3	4
O=C(c1ccc(Cl)c(S(=O)(=O)N2CCCCCC2)c1)N1CCN(CCO)CC1	3	3
COc1cccc(NC(=O)COc2ccc(N3CC(C(=O)NCC(C)C)CC3=O)cc2)c1 (stereo not given)	-4	5
Cc1ccc(C(=O)Nc2ccccc2C(=O)N2CC3(C)CC2CC(C)(C)C3)cc1 (stereo not given)	-10	-14
CCn1c(=O)cc(SCC(=O)N2CCN(c3ccccc3F)CC2)c2ccccc21	2	1
COCCn1c(SCC(=O)Nc2cccc(S(N)(=O)=O)c2)nc2ccccc21	-10	8
CC(C)NC(=O)/C(=N\O)c1ccccc1	1	2
C=CCOC(=O)N1CCN(c2cccc(C(F)(F)F)c2)CC1	0	8
Cc1ccccc1OC(C)c1nc(-c2ccccc2)no1 (stereo not given)	-1	6
O=c1cc(-c2ccccc2)n(S(=O)(=O)c2ccccc2)o1	2	7
CCOC(=O)C1CCCN(C(=O)c2cc(Nc3ccc(OC)cc3OC)nc3ccccc23)C1 (stereo not given)	-4	0
COC(=O)CC1C(=O)NC2CCCCC2N1C(=O)c1ccccc1 (stereo not given)	-1	8
CCN1C(=O)c2cccc3c(NC(=O)c4ccccc4)ccc1c23	1	4
COc1ccc2oc(=O)c(C(=O)N3c4ccccc4CC3C)cc2c1 (stereo not given)	-4	-3
CN(C)C(=O)c1cnc(Sc2ncc(C(F)(F)F)cc2Cl)n1C	1	8
Cc1ccnc(NS(=O)(=O)c2ccc(NC(=O)C3CCCCC3)cc2)n1	-1	3
Cc1nn(-c2ccccc2)c(Cl)c1/C=C1\SC(=S)NC1=O	8	1
CCC1CC2CC(NC(C)=O)C1C2 (stereo not given)	47*	4
CN1CCN(CCCN2c3ccccc3Sc3ccc(C(F)(F)F)cc32)CC1	5	6
COC(=O)c1ccc(S(=O)(=O)N2CCCCC2)o1	1	5
CN1CCN(C(=O)C2(NC(=O)Nc3ccccc3Cl)CCCCC2)CC1	-6	7
OCCOc1nnnn1-c1ccccc1	2	4
CC(C)NC(=O)c1ccc(N2CCOCC2)nc1	-3	1
O=C(COc1ccccc1Cl)Nc1nc(-c2cccs2)cs1	-11	5
CC(C)Nc1nnc(SCC(=O)c2c(N)n(Cc3ccccc3)c(=O)n(C)c2=O)s1	0	9
Cn1c(SCC(=O)N2CCN(S(=O)(=O)c3ccccc3)CC2)nc2ccccc21	0	3
CC(=O)c1cc2c(C)cc(=O)oc2cc1O	-7	5

Entries listed above printed as active in FXIa single inh.
SMILES	FXIa single inh	FXIIa inh
CCC1CC2CC(NC(C)=O)C1C2 (stereo not given)	47*	4

Carrying on.
SMILES	FXIa single inh	FXIIa inh
CC(C)OC(=O)c1ccc(Cn2nnc3ccccc3c2=O)cc1	3	8
Nc1ccc2nc(-c3ccc(N)c(Cl)c3)[nH]c2c1	-10	-15
Cc1c(NC(=O)OC(C)C)sc(=S)n1C	-1	3
Cc1ccc(OCn2c(=O)sc3ccccc32)cc1	-12	5
Cc1cc(-c2nnc(SCC(=O)Nc3ccccc3C(F)(F)F)o2)c(C)n1-c1ccccc1	5	8
O=C(COC(=O)Cn1cnc2ccccc21)NCCc1ccc(Cl)cc1	-2	1
c1ccc2c(N3CCOCC3)nc(N3CCOCC3)nc2c1	-5	-9
O=C1c2ccccc2C(=O)N1CCSc1n[nH]c(=S)s1	-7	5
CCC1C(=O)N=C(SCC(=O)Nc2ccccc2)NC1=O (stereo not given)	0	-1
S=C(Nc1ccccc1)c1ccccn1	21	-11
Fc1ccccc1N1CCN(c2cnc3ccccc3n2)CC1	4	8
CCOc1ccc(NC(=O)CC2C(=O)N(c3ccccc3)C(=S)N2Cc2ccccn2)cc1 (stereo not given)	4	5
CN(C)CCCn1c(-c2ccccc2)nc(=S)c2c1CCCC2	-13	8
O=C(N/C=N/O)C1=NOC(CNc2ncc(C(F)(F)F)cc2Cl)C1 (stereo not given)	3	-2
O=C(CSc1nnc(-c2cccc(S(=O)(=O)N3CCOCC3)c2)n1C1CCCCCC1)NCc1ccccc1	-4	3
CCOC(=O)C1=C(c2ccccc2)Nc2c(c(=O)n(C)c(=O)n2C)C1c1ccc(O)c(OC)c1 (stereo not given)	-1	-1
CC(=O)C1=C(c2ccccc2)NC(=O)NC1c1ccccc1OCC(=O)NCc1ccccc1 (stereo not given)	-9	4
CCOC(=O)C(C)Sc1nc(C2CC2)cc(C(F)(F)F)c1C#N (stereo not given)	0	4
O=C(Nc1ccc(S(=O)(=O)N2CCOCC2)cc1)C1CCCCC1	0	6
CSc1nc(N2CCOCC2)c2c(c1C#N)CC(C)(C)OC2	-11	2
COc1ccc(OCC(=O)N2CCN(C(=O)c3ccco3)CC2)cc1	1	4
Clc1ccc(CNc2nc(N3CCOCC3)nc(N3CCOCC3)n2)cc1	-7	5
CCOC(=O)c1ccc(COc2nc3ccccc3nc2-c2ccccc2NC(C)=O)o1	-2	7
CCC(C)(C)n1nnnc1C(C(C)C)N(Cc1ccco1)Cc1cc2cc3c(cc2[nH]c1=O)OCO3 (stereo not given)	26	-15

Single values from the list:
O=C(Nc1ccc(S(=O)(=O)N2CCOCC2)cc1)C1CCCCC1 – FXIa single inh = 0
CCOC(=O)c1ccc(COc2nc3ccccc3nc2-c2ccccc2NC(C)=O)o1 – FXIa single inh = -2
COc1ccc(OCC(=O)N2CCN(C(=O)c3ccco3)CC2)cc1 – FXIa single inh = 1
O=C(CSc1nnc(-c2cccc(S(=O)(=O)N3CCOCC3)c2)n1C1CCCCCC1)NCc1ccccc1 – FXIa single inh = -4

(cont.)
SMILES	FXIa single inh	FXIIa inh
Cc1occc1-c1nnc(SCC(=O)Nc2nc(-c3ccccc3)cs2)o1	7	6
C=CCn1c(CNC(=O)c2cccs2)nnc1SCC(=O)c1ccc(Br)cc1	-14	-13
Cc1cccc(NC(=O)Nc2nnc(N3CCCCC3C)s2)c1C (stereo not given)	11	3
C=CCC1CCCCC12NC(=O)NC2=O (stereo not given)	1	6
CN(C)S(=O)(=O)N(CC(=O)NCc1ccccc1)c1ccccc1	-6	6
O=C(Nn1c(-c2ccc(F)cc2)nc2ccccc2c1=O)C1CCCCC1	-10	5
CN(C)S(=O)(=O)N1CCN(c2cc(Cl)ccc2Cl)CC1	4	3
Cc1ccc(-n2nc(C(=O)NCc3ccc(C)o3)c3c4ccccc4n(C)c3c2=O)cc1	2	-5
O=C(C1CCCN(S(=O)(=O)c2ccc(Br)s2)C1)N1CCCCCC1 (stereo not given)	4	3
Cc1cccc(-c2noc(-c3ccc(F)cc3)n2)c1	-1	4
CC(C)(C)CC(=O)Nc1cccc2c1CCCC2	-14	4
COc1ccc(CCn2c(NCc3ccco3)nc3c2c(=O)[nH]c(=O)n3C)cc1	-5	7
COc1ccc(OC)c(-n2c(-c3ccc(S(C)(=O)=O)cc3)cc(C=O)c2C)c1	4	3
COc1ccc(OCCCC(=O)NCC(C)C)cc1	24	-15
COc1cc(/C=c2\sc3n(c2=O)C(c2ccccc2)C(c2ccccc2)=NN=3)ccc1O (stereo not given)	-5	5
CCn1cnc2cc(NCc3ccc(C)cc3)ccc21	0	4
O=C(Nc1ccc(Sc2ccc(Br)cc2)cc1)c1ccco1	6	-16
Cc1ccc(O)c(/C=N/NC(=O)C2=NNC(c3ccccc3)(c3ccccc3)C2)c1	4	-14
CCn1c(C(=O)N2CCCC(C(=O)O)C2)cc2sccc21 (stereo not given)	2	1
CCc1ccc(NC(=O)CCNS(=O)(=O)c2cccc3nsnc23)cc1	21	-14
O=C(C(c1ccccc1)c1ccccc1)N1CCN(Cc2ccc(Br)cc2)CC1	3	7
O=C1N(Nc2ccccc2)C(c2ccc(Br)cc2)C12CCCCC2 (stereo not given)	2	-4

A draw from above in order of count of non-hydrogen atoms, rising:
SMILES	FXIa single inh	FXIIa inh
COc1ccc(OCCCC(=O)NCC(C)C)cc1	24	-15
O=C(Nc1ccc(Sc2ccc(Br)cc2)cc1)c1ccco1	6	-16
Cc1ccc(O)c(/C=N/NC(=O)C2=NNC(c3ccccc3)(c3ccccc3)C2)c1	4	-14

These rows are one share of the data; the hit share may differ from the screen's.
